IL1B secr inh: inhibitors of inflammasome signaling (IL-1 beta secretion) | THP-1 LPS/ATP IL-1B secretion, AlphaLISA, 16 h; hits give low values | activity change, % at 57.5 µM | hit rate 4.7% among 360,000 | AID 743279; in the data active = activity change below about -50%; inconclusive = mostly about -30% to -49%; note: % is set by controls: 0 for no effect and ±100 for the full control effect
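Secreted IL-1B measured by AlphaLISA bead assay after 16 h compound exposure of THP-1 cells; compounds (final up to 57.5 uM) added 1 h before LPS (250 ng/mL) and ATP (1.25 mM) stimulation; lower signal means less secretion.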
ATXN2 expr inh: reduces ATXN2 reporter expression in HEK-293 cells | Potency, µM (highest dose often 57 µM), without a hit: top-dose activity change, negative = inhibition, usual class: inhibitors | AID 1745845 | HEK-293 ATXN2-luciferase reporter, luminescence, 24 h | hit rate 0.72% among 360,000; note: potency is the fitted concentration of half-maximal effect; % is set by controls: 0 for no effect and ±100 for the full control effect; nearly all actives have a fitted effect of over 55% in size
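ATXN2-luciferase reporter cells (luciferase flanked by upstream and downstream ATXN2 gene portions) were treated 24 h at 37 °C with compounds at up to 57 uM. SteadyGlo luminescence gave expression; GF-AFC fluorescence gave viability.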
KB-V1 cytotox: KB-V1 MDR subline cytotoxicity | KB-V1 MDR cells viability, CellTiter-Glo, 72 h | Potency, µM (titrated, usually from 46.1 µM), inactives show at the highest dose activity change, negative = cytotoxicity, most hits filed as cytotoxic | AID 1347076 | hit rate 3.4% among 400,000; note: potency is the fitted concentration of half-maximal effect; % is set by controls: 0 for no effect and ±100 for the full control effect; nearly all actives have a fitted effect of over 60% in size
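Compound-treated KB-V1 multidrug-resistant cells, 72 h, 37 degrees C; viability by CellTiter-Glo. Fitted qHTS curves give the values.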
HT1080-NT tox: kills 2HG-producing HT-1080-NT fibrosarcoma cells; HT-1080-NT fibrosarcoma viability, CellTiter-Glo ATP luminescence, 48 h; hit rate 1.6% among 360,000; Potency, µM (series often up to 46.1 µM), for inactives: at the top dose activity, negative = less viability, hits mostly cytotoxic;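 note: NT is the 2HG producing partner of a matched IDH1 knockdown line; potency is the fitted concentration of half-maximal effect; 0% = DMSO-treated cells and -100% = media-only wells without cells; nearly all actives have a fitted effect of over 55% in size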
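Read-out is CellTiter-Glo luminescence after 10 minutes at room temperature, following 48 hours' compound treatment of HT-1080-NT cells (750 cells/well, RPMI, 5% FBS, 37 degrees C).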
KB-3-1 tox: KB-3-1 parental cell cytotoxicity; KB-3-1 viability, CellTiter-Glo ATP luminescence, 72 h; Potency, µM (highest dose often 46.1 µM), without a hit: at the top dose activity change, negative = cytotoxic, hits mostly cytotoxic; hit rate 1.4% among 400,000; AID 1347075; note: potency is the fitted concentration of half-maximal effect; % is set by controls: 0 for no effect and ±100 for the full control effect; nearly all actives have a fitted effect of over 60% in size
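KB-3-1 parental drug-naive adenocarcinoma cells in DMEM/10% FBS, incubated 72 h at 37 C with pin-transferred compounds across a concentration series. Viability by CellTiter-Glo luminescence; concentration-response curves fitted after normalization.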
HT1080 IDH1KD tx: toxicity to HT-1080 IDH1 knockdown cells (counter line); Potency, µM (doses to about 46.1 µM), for inactives: top-dose activity, negative = toxicity, most hits filed as cytotoxic; AID 686971; hit rate 2% among 360,000; HT-1080 IDH1 knockdown viability, ATP luminescence, 48 h;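 note: potency is the fitted concentration of half-maximal effect; 0% = DMSO wells and -100% = cell-free medium wells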
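Luminescent ATP read-out (CellTiter-Glo, 10 min at room temperature) after 48 h compound exposure at 37 °C gave viability of IDH1-knockdown HT-1080 cells. Activity was normalised to DMSO and cell-free wells, then fitted as concentration-response curves.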
MCF10A rerep: induces DNA re-replication in MCF 10a normal breast cells. MCF 10A DNA re-replication, Hoechst nuclear intensity, 48 h. hit rate 2.9% among 350,000. AID 624296. Potency, µM (top dose mostly 46.1 µM), for inactives: top-dose activity, positive = re-replication, usual class: activators; note: potency is the fitted concentration of half-maximal effect; % of control where 0% means no effect; nearly all actives have a fitted effect of over 50% in size
SW480 rereplic: induces DNA re-replication in SW480 colon adenocarcinoma cells; AID 624297; Potency, µM (highest dose often 46.1 µM), for the others: at the highest dose re-replication activation, usual class: activators; SW480 DNA re-replication, Hoechst DNA content imaging, 48 h; hit rate 1.8% among 340,000; note: potency is the fitted concentration of half-maximal effect; % of control where 0% means no effect; nearly all actives have a fitted effect of over 55% in size
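Compounds, transferred as 23 nL by pin tool, were incubated with cells for 48 hr; DNA content per nucleus was then quantified by Hoechst staining and fluorescence plate imaging.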
ATXN viability: cell viability loss in ATXN counter-screen | S2 cells (HEK-293 line with an ATXN2-luciferase reporter) viability, CellTiter-Fluor protease fluorescence, 24 h | Potency, µM (top dose mostly 56.7 µM), usual class: cytotoxic | hit rate 0.49% among 400,000 | AID 651635; note: potency is the fitted concentration of half-maximal effect; nearly all actives have a fitted effect of over 40% in size
Starred values were filed as active, the others as inactive; i = inactive; ? = inconclusive; nt = no result given; & = joins results of further samples; [ ] = another dose, or the depositor's remark. Unless noted, calls come from the whole dose curve; as a rule, active = well fitted curve in the direction sought with a large enough effect; inconclusive = small, poorly fitted or top-dose-only effect, or another doubt; inactive = no such curve, though single readings can be large; an effect the other way counts as inactive or inconclusive.

Each structure is followed by: IL1B secr inh	ATXN2 expr inh	KB-V1 cytotox	HT1080-NT tox	KB-3-1 tox	HT1080 IDH1KD tx	MCF10A rerep	SW480 rereplic	ATXN viability
- Cc1ccc(-c2c(C(=O)NCc3ccccc3)oc(=O)c3ccccc23)cc1
 : -19.2	11.5%&-4.0%	?	1.5%	-7.8%&1.6%	1.7%	3.0%	-2.2%	i
- O=C(CC1SC(=Nc2ccccc2)N(CCc2ccccn2)C1=O)Nc1ccc(F)cc1 (configuration not stated)
 : -9.4	-5.3%	12.9%	?	-20.3%	?	24.4%	-7.7%	i
- O=C(COC(=O)c1c(Cl)cccc1Cl)Nc1cc(Cl)ccc1Oc1ccccc1
 : 18.6	nt	13.0%	13.0%	0.0%	4.7%	-4.7%	2.8%	i
- CC(OC(=O)c1ccncc1)C(=O)Nc1ccc([N+](=O)[O-])cc1Cl (configuration not stated)
 : -11.7	-16.7%	0.0%	14.8%	12.0%	2.9%	-2.9%	-16.8%	i
- O=C(N[C@@H](Cc1ccccc1)C(=O)OCc1ccccc1)c1nc[nH]c1C(=O)NC1CCNCC1
 : -10.0	4.0%	8.1%	1.4%	1.4%	1.7%	0.3%	-64.0%[inhibitor][9.22 µM]	i
- CC(c1ccccc1)C1CC(=O)N(c2cc(Cl)ccn2)C1=O (configuration not stated)
 : nt	1.2%	-14.0%	13.7%	-15.4%	16.1%	?	?	i
- CCN1CC(CN(C)Cc2nc(-c3ccc(Cl)cc3)no2)CC1=O (configuration not stated)
 : 16.7	nt	16.4µM*	?	0.0%	?	1.9%	-17.7%	i
- COCc1c(C(=O)N(C)Cc2ccccc2N2CCCC2)oc2ccccc12
 : -15.6	-16.0%	?	6.5%	-0.8%	2.2%	?	-0.5%	i
- O=C(Cc1cccs1)Nc1cccnc1
 : -3.9	13.3%	13.6%	3.8%	7.6%	6.6%	-6.9%	-5.6%	i
- Cn1ncc2c(N3CCN(c4ccccc4F)CC3)ncnc21
 : -3.0	18.7%	?	6.2%	7.6%	-4.7%	1.5%	0.6%	i
- CCc1nc(N2CCCCC2C)c2oc3ccccc3c2n1 (configuration not stated)
 : 25.9	?	7.31µM*	?	?	?	?	?	?
- COc1ccc(CNS(=O)(=O)NCc2ccccc2)cc1OC
 : 0.3	-3.0%	2.2%	-2.2%	8.6%	10.8%	-2.1%	0.3%	i
- CCOc1ccc(N/C=C/C(=O)c2cc(OC)c(OC)c(OC)c2)cc1
 : 0.0	68.4%[activator]	-1.3%	-17.2%	0.0%	?	?	0.581µM*	i
- CCc1ccc(NC2=CC(=O)CC(c3ccco3)C2)cc1 (configuration not stated)
 : -14.0	5.9%	0.0%	-1.4%	0.0%	5.6%	?	?	i
- COc1cccc(Cn2c(=O)cc(C)c3c(C)nn(C)c32)c1
 : nt	-23.5%	-14.9%	nt	?	nt	nt	nt	i
- Cc1ccc(C(=O)CCC(=O)NCc2ccc(Cl)cc2)cc1
 : 5.3	0.0%	-0.1%	0.5%	9.4%	14.4%	9.1%	1.6%	?
- Cc1ccc(/C=N/NC(=O)NC23CC4CC(CC(C4)C2)C3)o1
 : -1.7	11.2%	?	?	-4.7%	?	0.1%	-4.5%	i
- CC(C)c1ccc(/C=C2\NC(=S)N(Cc3cccnc3)C2=O)cc1
 : 5.6	-7.5%	-18.4%	12.0%	?	8.1%	6.4%	15.1%	?
- O=C(COC(=O)CSc1ccc([N+](=O)[O-])cc1)NCc1ccco1
 : 5.5	1.8%	3.3%	-1.1%	-2.6%	2.1%	8.3%	-2.9%	i
- CCN1C(=O)c2cccc3c(S(=O)(=O)Nc4ccc(OC)cc4OC)ccc1c23
 : 21.2	-2.4%	?	-0.6%	-9.9%	-6.1%	13.2%	-1.3%	i
- CCCC(=O)OC(C(=O)Nc1cc(C(F)(F)F)ccc1Cl)c1ccccc1 (configuration not stated)
 : -10.5	-0.4%	-29.1%	10.5%	-25.1%	7.9%	12.8%	?	i
- CCn1c(C)cc(/C=C2/SC(=S)N(CC(=O)O)C2=O)c1C
 : -6.1	?	0.0%	14.7%	11.6%	20.1%	-4.9%	-23.2%	i
- CC1CC(C)CN(CCCNC(=O)CN2C(=O)CSc3ccc(S(=O)(=O)N4CCOCC4)cc32)C1 (configuration not stated)
 : -4.3	6.0%	?	9.0%	29.4%	9.9%	5.5%	-6.7%	i
- CCn1c(SCC(=O)NC2CCCC2)nnc1-c1ccco1
 : 10.6	-2.1%	12.4%	12.9%	7.8%	3.8%	-15.2%	-7.5%	i
- COc1ccc(S(=O)(=O)NCC(=O)N(CC(=O)NCc2ccco2)Cc2ccc(F)cc2)cc1
 : -11.2	-3.5%	-12.3%	2.2%	5.3%	5.7%	13.4%	-1.0%	i
- O=S1(=O)CC(N2CCSCC2)CN1Cc1cn(Cc2ccccc2)nn1 (configuration not stated)
 : 40.7	11.0%	11.6%	16.2%	6.5%	2.1%	nt	nt	i
- COCCN(C(=S)Nc1ccccc1OC)C1CCN(C(C)C)CC1
 : 20.1	-12.5%	-19.2%	-7.4%	-2.9%	0.1%	0.6%	-8.3%	i
- CCOC(=O)C(C)NC(=O)CCc1nnc2ccc(N3CCCCC3)nn12 (configuration not stated)
 : -6.0	-2.0%	10.8%	13.7%	11.9%	21.2%	7.5%	?	i
- COc1ccc(CNC(=O)c2ccc3c(c2)N(Cc2cc(C)ccc2C)C(=O)CS3)cc1
 : nt	5.3%	4.8%	nt	0.5%	nt	nt	nt	i
- CCN(CCn1cccn1)C(=O)C1CCC(=O)N(CCc2cccc(F)c2)C1 (configuration not stated)
 : 0.4	9.7%	1.7%	-0.5%	-4.5%	-0.8%	-1.7%	-4.0%	i

Exported with bars between the fields: 3 of the compounds above.
SMILES | IL1B secr inh | ATXN2 expr inh | KB-V1 cytotox | HT1080-NT tox | KB-3-1 tox | HT1080 IDH1KD tx | MCF10A rerep | SW480 rereplic | ATXN viability
CC(OC(=O)c1ccncc1)C(=O)Nc1ccc([N+](=O)[O-])cc1Cl (configuration not stated) | -11.7 | -16.7% | 0.0% | 14.8% | 12.0% | 2.9% | -2.9% | -16.8% | i
O=C(N[C@@H](Cc1ccccc1)C(=O)OCc1ccccc1)c1nc[nH]c1C(=O)NC1CCNCC1 | -10.0 | 4.0% | 8.1% | 1.4% | 1.4% | 1.7% | 0.3% | -64.0%[inhibitor][9.22 µM] | i
CC1CC(C)CN(CCCNC(=O)CN2C(=O)CSc3ccc(S(=O)(=O)N4CCOCC4)cc32)C1 (configuration not stated) | -4.3 | 6.0% | ? | 9.0% | 29.4% | 9.9% | 5.5% | -6.7% | i

New compounds follow.
Each structure is followed by: IL1B secr inh	ATXN2 expr inh	KB-V1 cytotox	HT1080-NT tox	KB-3-1 tox	HT1080 IDH1KD tx	MCF10A rerep	SW480 rereplic	ATXN viability
- Cc1ccc(NC(=O)c2sc3nc(CCl)[nH]c(=O)c3c2C)c(C)c1
 : -86.8*	53.3%[activator]	-20.5%	?	-1.2%	?	?	25.4%	i
- CCOC(=O)Cc1cc(=O)n2[nH]c(-c3ccccc3)c(-c3ccccc3)c2n1
 : -1.8	-3.0%[11.3 µM]	?	-9.5%	5.0%	-17.5%	-6.2%	-2.8%	?
- COc1ccc(NC(=O)CCNS(=O)(=O)c2ccc3c(c2)CCC(=O)N3)cc1
 : 32.4	-8.2%	0.3%	17.7%	0.4%	-3.7%	23.4%	-1.3%	i
- COc1cc(OC)cc(N2C(=O)N(CC(=O)c3ccc(F)cc3)c3ccccc3S2(=O)=O)c1
 : nt	5.2%	-2.3%	nt	5.6%	nt	nt	nt	i
- CCn1nnnc1SCC(=O)N(C)C1CCS(=O)(=O)C1 (configuration not stated)
 : -14.9	nt	?	-0.3%	1.2%	6.0%	-0.1%	-3.5%	i
- COc1ccc(Nc2cc(C(=O)NCCCN3CCOCC3)c3ccccc3n2)cc1
 : -20.0	0.0%	7.7%	16.6%	8.5%	9.9%	4.8%	-5.8%	i
- O=C(NCCc1ccccn1)C1CCCN1S(=O)(=O)c1ccc(Cl)cc1 (configuration not stated)
 : 10.4	14.4%	?	8.0%	-7.4%	9.1%	8.9%	-5.7%	i
- CCCCCCCCCC(=O)Nn1cnc2ccccc2c1=O
 : -14.6	nt	-1.4%	-16.6%	4.1%	-2.0%	0.0%	-8.0%	i
- CCN(CC)C(=O)CSc1nnc(-c2ccc(S(=O)(=O)N3CCCC3)cc2)o1
 : 0.0	4.9%	-20.9%	9.4%	-0.6%	2.2%	-0.6%	-0.3%	i
- Cc1ccc(-c2noc(C3CCCN(C(=O)c4ccc(F)cc4F)C3)n2)cc1 (configuration not stated)
 : ?	-8.3%	?	-14.6%	?	?	?	3.7%	i
- COc1ccccc1OC[C@H](O)CO
 : -7.0	0.7%	8.0%	13.5%	0.0%	4.3%	?	9.9%	i
- COc1cc(O)c(C(CC(=O)N2CCCC2)c2cc(OC)c(OC)c(OC)c2)c(OC)c1 (configuration not stated)
 : 0.8	8.7%	-7.1%	11.0%	2.7%	1.9%	27.2%	-1.9%	i
- CCOc1ccc(-n2c(SCC(=O)NCc3ccco3)nc3c([nH]c4ccccc43)c2=O)cc1
 : 44.9	13.8%&-2.4%	?	-17.2%	1.7%&-6.1%	-0.6%	-2.8%	-1.6%	i
- O=C(O)C1CCCCC1C(=O)Nc1ccc(S(=O)(=O)N2CCCCC2)cc1 (configuration not stated)
 : 27.8	-13.4%	17.8%	-0.5%	6.6%	2.7%	-5.6%	-14.2%	i
- O=C(Nc1ccc(Cl)cc1Cl)N1CCN(c2ncccn2)CC1
 : -14.7	nt	3.0%	7.5%	-9.0%	5.3%	-0.5%	-3.2%	?

Source: PubChem (National Center for Advancing Translational Sciences (NCATS))
